Screening data deposited in PubChem BioAssay by several laboratories.
TWEAK Fn14 block: blocks TWEAK-Fn14 interaction in a reporter cell assay | TWEAK-stimulated Fn14 reporter cells, luciferase luminescence, 8 h | inhibition, % at 10 µM | hit rate 2% among 360,000 | AID 1159606; in the data active = inhibition above about 50%
MITF TRPM1 inh: reduces MITF-dependent TRPM1 promoter luciferase signal. SK-MEL-5 TRPM1 promoter luciferase, 24 h. inhibition, % at 12.5 µM. hit rate 0.83% among 330,000. AID 488899;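 active = mean inhibition across replicates of 60% or more, whatever share of single replicates reaches that level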; note: values of inactives mirror those of a sister screen read the other way
TROY signal inh: blocks TROY-dependent signaling in reporter cells | Q293 LMP1-TROYcd NF-kB luciferase reporter, 4 h | inhibition, % at 10 µM | hit rate 0.98% among 360,000 | AID 1347056;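 active = compounds whose plate-normalised and pattern-corrected inhibition of the luciferase reporter signal at the single screening dose is 50% or more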
KKLEB cytotox: reduces viability of KKLEB cystic fibrosis airway cells. KKLEB CF airway cells viability, ATPlite luminescence, overnight; hits give low values; cells stimulated with P. aeruginosa culture filtrate. activity change (cytotoxicity), % at 5 µM. hit rate 0.36% among 360,000;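 active = corrected activity change at or below -50% at 5 µM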
Peg3 prom inh: inhibitors of Peg3 promoter; HeLa PEG-Prom luciferase reporter, luminescence, overnight; inhibition, % at 20 µM; hit rate 1.7% among 360,000;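 active = inhibition of at least 50% at 20 µM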
TRAIL sens C8: caspase-8 TRAIL sensitization. NB7+C8 cells + TRAIL, ATPlite viability luminescence. inhibition (viability loss, TRAIL sensitization), % at 10 µM. hit rate 1% among 360,000. AID 624354;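 active = compounds causing at least 50% loss of cell viability in the single-dose screen, relative to plate controls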
NR2E3 ag-1: activates human photoreceptor nuclear receptor NR2E3 | Q9Y5X4 | GST-NR2E3/biotin-RetCOR TR-FRET, 1536-well | inhibition of corepressor binding, % at 4.78 µM | hit rate 0.12% among 320,000 | AID 2300;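 active = percent inhibition above the cutoff of mean plus 3 SD of all tested compounds, set per screening campaign, cut at about 20% in these data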;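 note: 0% = DMSO wells and 100% = biotin wells as full block of FRET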
Target sequence (Q9Y5X4 whole entry, looked up): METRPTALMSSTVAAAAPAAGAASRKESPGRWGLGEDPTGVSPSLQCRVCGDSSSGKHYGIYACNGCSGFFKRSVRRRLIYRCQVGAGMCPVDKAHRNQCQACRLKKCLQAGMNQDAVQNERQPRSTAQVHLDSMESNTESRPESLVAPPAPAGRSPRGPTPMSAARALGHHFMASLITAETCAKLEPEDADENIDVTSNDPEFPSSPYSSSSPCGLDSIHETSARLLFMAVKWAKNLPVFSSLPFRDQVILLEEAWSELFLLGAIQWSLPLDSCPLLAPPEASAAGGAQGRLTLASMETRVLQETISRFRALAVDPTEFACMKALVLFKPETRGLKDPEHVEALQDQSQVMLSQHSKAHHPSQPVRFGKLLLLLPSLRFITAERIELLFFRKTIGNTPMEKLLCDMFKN
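system = GST-tagged NR2E3 plus biotinylated RetCOR corepressor | input = 1.35 nM GST-NR2E3 | also added = 7 nM biotin-RetCOR | schedule = 5 h incubation at 4 °C | measured by = TR-FRET with europium anti-GST and streptavidin-D2, 340 nm excitation | read-out = percent loss of FRET ratio relative to control wells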
NR2E3 ag-2: activates human NR2E3 receptor. Q9Y5X4. CHO-S Gal4-NCOR/VP16-NR2E3 two-hybrid, luciferase. inhibition of corepressor binding, % at 3.98 µM. hit rate 0.35% among 360,000. AID 602229;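 active = inhibition above the mean of all tested compounds plus 3 SD, cut at about 70% in these data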;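 note: 0% = DMSO with NR2E3 transfected cells and 100% = cells lacking NR2E3 construct; higher means lower luciferase signal from less NR2E3 corepressor binding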
Shn3 3UTR inh: Schnurri-3 reporter inhibition in Clone20 osteoblasts; AID 588674; Clone20 osteoblast Shn3 3'UTR firefly luciferase, 24 h; inhibition, % at 12.5 µM; hit rate 0.52% among 360,000;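 active = mean inhibition of at least 75% with every replicate also reaching 75%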;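 note: 0% = median of neutral control wells and 100% = pilot-screen positive control compound; some compounds past the cut are filed as inactive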
HIF-2a inh: inhibitors of HIF-2a. 786-0 RCC cells HIF-2a reporter, luciferase luminescence, overnight. inhibition, % at 18.8 µM. hit rate 0.72% among 360,000. AID 624352;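 active = inhibition of the luminescence signal of 40% or more relative to plate controls, in a single-dose primary screen at 18.75 µM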
CF NFkB block: inhibitors of cystic fibrosis induced NF-kB | hit rate 0.86% among 360,000 | KKLEB NF-kB-GFP reporter, PAF-induced, GFP fluorescence overnight | inhibition, % at 5 µM;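 active = at least 50% inhibition at 5 µM, scaled per plate between neutral and stimulator controls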;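 note: PAF is a Pseudomonas aeruginosa culture filtrate used as stimulus; plate controls were PAF-stimulated DMSO wells for no effect and unstimulated DMSO wells for full effect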
* = called active by the depositor; nt = not tested or not shown. This is a subset (hit frequency here may not be typical).

1: CCc1ccc(/C=N/NC(=O)c2cc(-c3ccncc3)nc3ccccc23)s1
2: Cc1cccc(Nc2nc3c(S(=O)(=O)c4ccccc4)nnn3c3ccccc23)c1
3: O=C(CN1CCN(c2ccccn2)CC1)Nc1ccc(OCc2ccccc2)cc1
4: CC(=O)c1c(N2CCN(C(=O)C3CCCO3)CC2)nc(=S)n(-c2ccccc2)c1C (configuration not stated)
5: CCn1cc(/C=N\NC(=O)c2ccccc2Cl)cn1
6: COc1ccccc1Oc1coc2cc(OCC(N)=O)ccc2c1=O
7: CCCCOC(=O)Nc1nnc(CC(=O)NCc2ccccc2)s1
8: O=C(CN(C(=O)c1ccc2c(c1)OCCO2)c1ccccc1)NCC1CCCO1 (configuration not stated)
9: COc1ccc(C(=O)N=C2SC3CS(=O)(=O)CC3N2Cc2ccccc2)cc1OC (configuration not stated)
10: COc1ccccc1C(=O)NCCC(=O)N1CCN(c2ccccc2O)CC1

assay / compound	1	2	3	4	5	6	7	8	9	10
TWEAK Fn14 block	2	-44	-6	3	-11	-8	3	-14	2	-23
MITF TRPM1 inh	26	-1	9	-3	0	-2	5	0	-1	-1
TROY signal inh	12	53*	3	17	-67	8	6	-19	24	12
KKLEB cytotox	-22	-10	1	0	-1	-8	-3	-5	-5	-12
Peg3 prom inh	14	2	-18	3	-48	-2	11	-7	10	9
TRAIL sens C8	-15	-2	14	0	4	-9	-7	-22	0	6
NR2E3 ag-1	-1	3	1	4	4	0	2	-6	-1	-3
NR2E3 ag-2	-31	-17	-10	-11	-26	7	24	6	-10	-22
Shn3 3UTR inh	21	5	12	5	1	10	-6	13	11	4
HIF-2a inh	16	16	-34	-17	-5	1	16	-3	19	15
CF NFkB block	32	-7	-7	-7	-17	11	-3	-5	14	2

11: CCCC(=O)OCC(=O)c1[nH]c(C)c(C(C)=O)c1C
12: CC1CCCN(S(=O)(=O)c2cccc(C(=O)OCC(=O)N(C)Cc3c(F)cccc3Cl)c2)C1 (configuration not stated)
13: COc1ccc(NCC(=O)N/N=C2\CCc3ccccc32)cc1
14: CCN1CCN(C(=S)Nc2ccc([N+](=O)[O-])cc2)CC1
15: COc1ccc(NC(=O)c2ccc(-c3nn(C)c(=O)c4ccccc34)cc2)cc1C(N)=O
16: CCC1(C)SC(N)=NN1C(C)=O (configuration not stated)
17: Nc1nnnn1/N=C/c1ccccn1
18: COc1ccc(OCC(=O)NC(=S)Nc2ccccc2F)cc1
19: Cn1nnc2cc(C(=O)N3CCC(c4ccccc4)C3)ccc21 (configuration not stated)
20: Cc1ccc(S(=O)(=O)N2CCCC2)cc1C(=O)O

assay / compound	11	12	13	14	15	16	17	18	19	20
TWEAK Fn14 block	-2	1	20	-7	-10	-8	2	-15	4	-1
MITF TRPM1 inh	-5	6	-1	10	-8	26	-9	0	-1	7
TROY signal inh	-65	22	-7	13	9	-1	17	-22	-7	4
KKLEB cytotox	3	4	-6	-4	6	10	-2	14	3	-10
Peg3 prom inh	-8	15	-124	-77	-15	8	8	-40	-48	-5
TRAIL sens C8	5	-37	-27	-4	18	-9	-14	22	-10	-17
NR2E3 ag-1	-4	nt	-2	-1	0	3	2	3	-2	3
NR2E3 ag-2	-5	-13	-19	-12	-10	14	-10	nt	-43	10
Shn3 3UTR inh	-8	22	-40	-11	0	-9	-13	1	-3	0
HIF-2a inh	1	3	-182	-56	-21	11	6	-69	-43	-4
CF NFkB block	-3	-4	-78	2	-20	10	3	2	10	-5

21: CC(=O)CC1c2cc(F)ccc2C=C(c2ccsc2)N1c1ccc(-c2ccc(C(N)=O)cc2)cc1 (configuration not stated)
22: O=C(CC1C[C@H](C(=O)N2CCOCC2)[C@@]2(CCC3CCCC3)c3[nH]c4ccccc4c3CCN2C1=O)NCCC1=CCCCC1 (some centres not stated)
23: c1ccc(C(c2ccccn2)c2ccccn2)cc1
24: COc1ccccc1OCC(=O)Nc1ccc2c(c1)C(=O)N(CC1CCCO1)C2=O (configuration not stated)
25: COc1cccc(CNC(=O)C(CC(C)C)NC(=O)c2ccccc2C)c1 (configuration not stated)
26: Cn1c(-c2sc3ccccc3c2Cl)n[nH]c1=S
27: COc1cccc(OC)c1C(=O)Nc1ccc2c(c1)OCCO2
28: CC1(c2ccccc2)NC(=O)N(N)C1=O (configuration not stated)
29: O=C(CSc1nnc(-c2cccs2)o1)Nc1cccc(S(=O)(=O)N2CCCCC2)c1
30: Cc1ccc(-n2nc3c(=O)n(CCCC(=O)NCC(C)c4ccccc4)nc(C)c3c2C)cc1 (configuration not stated)

assay / compound	21	22	23	24	25	26	27	28	29	30
TWEAK Fn14 block	10	-3	0	-1	11	-10	8	20	6	-3
MITF TRPM1 inh	nt	5	8	5	-18	-7	12	4	9	28
TROY signal inh	-5	-7	-17	-3	-5	-14	-6	-14	-16	2
KKLEB cytotox	nt	4	-25	-1	7	-4	6	-11	13	-2
Peg3 prom inh	nt	18	19	5	10	26	1	12	-8	-6
TRAIL sens C8	-13	-2	-1	-4	-2	6	-8	12	1	14
NR2E3 ag-1	nt	nt	-1	0	-1	1	1	0	1	-2
NR2E3 ag-2	-11	-5	2	23	14	2	-9	-2	-38	24
Shn3 3UTR inh	nt	-12	-17	-14	7	17	-9	-19	-1	-27
HIF-2a inh	14	0	17	3	9	-8	31	6	3	4
CF NFkB block	nt	10	-2	0	-1	2	-6	29	-2	-10

31: O=C(NN=Cc1cccc(O)c1O)c1ccccc1
32: CN(Cc1ccccc1)C(=O)c1ccc(NC(=O)Cc2ccc([N+](=O)[O-])cc2)cc1
33: O=c1[nH]c(Cc2ccccc2Cl)nc2ccccc12
34: O=C(CNC(=O)c1ccc(Br)o1)NC12CC3CC(CC(C3)C1)C2
35: CC(C)CC(=O)NC(c1ccccc1Cl)c1c(O)ccc2ccccc12 (configuration not stated)
36: COC(=O)C1=C(N)Oc2cc(C)n(CCCn3ccnc3)c(=O)c2C1c1ccc(Cl)cc1 (configuration not stated)
37: COC(=O)c1cccc(N(C(=O)c2ccco2)C(C(=O)NC2CCCC2)c2ccc(N3CCOCC3)cc2)c1 (configuration not stated)
38: COc1cc(CNCCNC(=O)c2nonc2N)ccc1OCc1ccc(Cl)nc1
39: O=C(COc1ccc(F)cc1F)N1CCCCCCC1
40: COc1ccc(Nc2nc(NCc3ccco3)nc(N/N=C/c3ccccc3)n2)cc1

assay / compound	31	32	33	34	35	36	37	38	39	40
TWEAK Fn14 block	17	3	3	7	19	0	2	-8	3	12
MITF TRPM1 inh	nt	-10	7	-7	15	-2	-3	-11	-18	-3
TROY signal inh	-18	7	5	-47	21	-3	-13	2	7	-28
KKLEB cytotox	-8	-5	-3	-10	4	-3	5	-6	-4	-3
Peg3 prom inh	-48	2	-8	-26	38	11	-4	-3	-16	-13
TRAIL sens C8	48	-10	3	-11	-1	2	3	11	-19	-14
NR2E3 ag-1	nt	nt	2	-1	-1	3	-3	0	1	-1
NR2E3 ag-2	-32	-18	-7	-30	18	8	7	-5	-12	-19
Shn3 3UTR inh	75	29	-20	0	-3	-12	-5	-4	-7	-14
HIF-2a inh	-151	7	-3	-54	37	11	10	2	-6	2
CF NFkB block	-5	-16	13	2	12	-12	0	8	20	-10

41: O=C(NCCc1c[nH]c2ccc(Cl)cc12)c1ccc([N+](=O)[O-])cc1
42: COc1ccc(-c2noc(Cc3cccs3)n2)cc1
43: COC(=O)c1sccc1NC(=O)c1ccc(Br)o1
44: Cc1ccc(CN(Cc2ccco2)C(=S)Nc2ccccc2C)cc1
45: Cn1c(=O)oc2cc(S(=O)(=O)NCCC(=O)NCCc3ccc(Cl)cc3)ccc21
46: COc1ccccc1NC(=O)Nc1nc(C(N)Cc2ccc(C(F)(F)F)cc2)cs1 (configuration not stated)
47: CCNC(=O)NC(=O)COC(=O)c1cccc(NS(=O)(=O)/C=C/c2ccccc2)c1
48: O=c1[nH]c(CN2CCOCC2)nc2scc(-c3ccccc3)c12
49: CN(CC(=O)Nc1ccccc1C(F)(F)F)C(=O)c1cc(-c2cccs2)nn1-c1ccccc1
50: COc1ccc(N2CC(C(=O)OCC(=O)Nc3cc(C)on3)CC2=O)cc1 (configuration not stated)
51: O=C(c1ccccc1)c1nn(-c2ccc(Cl)cc2)cc1C(=O)c1cc2ccccc2oc1=O

assay / compound	41	42	43	44	45	46	47	48	49	50	51
TWEAK Fn14 block	5	-21	-1	22	-5	22	10	6	0	7	-1
MITF TRPM1 inh	-1	-113	6	5	11	nt	0	11	4	-12	11
TROY signal inh	8	nt	5	-24	6	18	3	-5	18	1	1
KKLEB cytotox	3	9	-4	0	5	-2	-5	28	-5	4	-7
Peg3 prom inh	-10	-451	3	-11	18	96*	7	16	34	12	18
TRAIL sens C8	-10	-7	-9	-6	2	38	15	-4	7	-5	-6
NR2E3 ag-1	6	5	1	3	-1	nt	0	1	0	2	4
NR2E3 ag-2	2	-129	-13	-20	-5	5	-21	-27	1	-15	-13
Shn3 3UTR inh	16	-69	6	0	6	82*	24	-5	-10	11	3
HIF-2a inh	-9	-328	-4	-14	-10	4	10	15	14	0	11
CF NFkB block	-21	-4	8	-2	-8	14	19	-14	14	11	-4

Eight entries out of the list, ordered by length of the SMILES, rising:
33: O=c1[nH]c(Cc2ccccc2Cl)nc2ccccc12
20: Cc1ccc(S(=O)(=O)N2CCCC2)cc1C(=O)O
7: CCCCOC(=O)Nc1nnc(CC(=O)NCc2ccccc2)s1
6: COc1ccccc1Oc1coc2cc(OCC(N)=O)ccc2c1=O
35: CC(C)CC(=O)NC(c1ccccc1Cl)c1c(O)ccc2ccccc12 (configuration not stated)
25: COc1cccc(CNC(=O)C(CC(C)C)NC(=O)c2ccccc2C)c1 (configuration not stated)
45: Cn1c(=O)oc2cc(S(=O)(=O)NCCC(=O)NCCc3ccc(Cl)cc3)ccc21
37: COC(=O)c1cccc(N(C(=O)c2ccco2)C(C(=O)NC2CCCC2)c2ccc(N3CCOCC3)cc2)c1 (configuration not stated)

assay / compound	33	20	7	6	35	25	45	37
TWEAK Fn14 block	3	-1	3	-8	19	11	-5	2
MITF TRPM1 inh	7	7	5	-2	15	-18	11	-3
TROY signal inh	5	4	6	8	21	-5	6	-13
KKLEB cytotox	-3	-10	-3	-8	4	7	5	5
Peg3 prom inh	-8	-5	11	-2	38	10	18	-4
TRAIL sens C8	3	-17	-7	-9	-1	-2	2	3
NR2E3 ag-1	2	3	2	0	-1	-1	-1	-3
NR2E3 ag-2	-7	10	24	7	18	14	-5	7
Shn3 3UTR inh	-20	0	-6	10	-3	7	6	-5
HIF-2a inh	-3	-4	16	1	37	9	-10	10
CF NFkB block	13	-5	-3	11	12	-1	-8	0
